All columns: NCI-60 one-dose screen, growth in % after 48 h at 10 µM unless noted; 100 = growth as untreated, 0 = no growth, -100 = all killed.
A498: A498 renal cancer cells; 76,000 compounds, 5.4% hits
OVCAR-3: OVCAR-3 ovarian cancer; 79,000 compounds, 7% hits
OVCAR-5: OVCAR-5 ovarian cancer; 82,000 compounds, 2.9% hits
RXF 393: RXF 393 renal cancer cells. 77,000 compounds, 6.9% hits
CAKI-1: CAKI-1 renal cancer; 75,000 compounds, 4.7% hits
OVCAR-8: OVCAR-8 ovarian cancer; AID 1794782; 81,000 compounds, 4.4% hits
ACHN: ACHN renal cancer; 81,000 compounds, 4.9% hits
OVCAR-4: OVCAR-4 ovarian cancer cells. 80,000 compounds, 3.7% hits. AID 1794784
The depositor's hits bear a star; . = not tested or not shown; & = joins results of further samples; ! = repeats disagree. How the source made its calls: active means growth percent below 10; inactive means the rest.

canonical_smiles	CAKI-1	RXF 393	OVCAR-5	ACHN	OVCAR-8	A498	OVCAR-3	OVCAR-4
O=S(=O)(NCCCNc1cc(-c2cn(-c3ccccc3)nc2-c2ccccc2)ccn1)c1ccc(C(F)(F)F)cc1	52.4	48.0	.	.	54.6	70.6	72.0	58.7
COS(=O)(=O)C1C(=O)C2(C)CCC1C2(C)C (stereo not drawn)	105.8	115.5	100.4	101.4	113.1	84.5	108.6	119.4
CCC(C)c1ccccc1OCC(C)O (stereo not drawn)	102.3	114.2	91.9	99.5	118.7	86.6	125.5	109.2
O=c1oc2c([nH]c3ccc4ccccc4c32)c2ccccc12	109.4	.	112.1	109.8	104.2	105.7	109.2	108.6
CCOC(=O)n1cc(-c2nonc2-c2cn(C)c3ccc(OC)cc23)c2cc(F)ccc21	52.2	89.6	62.0	60.2	75.7	67.5	87.4	75.0
O=C(O)c1cc(C(=O)O)c(C(=O)O)cc1C(=O)O	103.8	114.1	96.7	108.6	109.2	124.6	130.2	104.5
COc1cc(-c2cc(-c3ccc(N(C)C)cc3)nc(N3CCOCC3)c2C#N)cc(OC)c1OC	29.8	-43.2*	37.9	46.1	22.4	75.5	87.9	64.5
COC1=CC(=O)c2nc(Cl)ccc2C1=O	91.6	-53.9*	11.6	42.6	8.0*	108.5	-2.3*	-97.0*
CCN(Cc1cccc(S(=O)(=O)O)c1)c1ccc(C(=C2C=CC(=[N+](CC)Cc3cccc(S(=O)(=O)O)c3)C=C2)c2ccc(O)c(S(=O)(=O)O)c2)cc1	106.5	111.6	115.9	113.3	.	104.9	103.2	105.7
COc1ccc(C2NC(=S)N(C(CC(=O)c3ccccc3)c3ccccc3)C(=O)C2Br)cc1 (stereo not drawn)	81.1	88.5	94.6	92.6	92.7	53.6	92.6	86.6
Clc1ccc(COc2ccc(Nc3ncnc4sc5c(c34)CCCC5)cc2Cl)cc1	106.4	100.4	106.9	101.8	103.8	95.1	101.2	108.5
CCOC(=O)c1cc(Cl)nc2ccc(OC)cc12	92.4	74.6	98.2	107.4	104.2	82.9	109.1	95.9
CC(C)(C)c1ccc(C(=O)Nc2sc3c(c2C(N)=O)CCC(=O)C3)cc1	-74.9*	-22.4*	12.3	-98.6*	8.9*	.	-78.8*	-91.1*
Cc1cccc(Cl)c1NC(=O)C(C)C	107.9	97.4	95.5	95.2	101.3	111.8	107.2	105.1
N#Cc1ccc(OC(=O)Nc2c(Br)cc(Br)cc2Br)cc1	99.1	110.3	97.6	101.9	106.5	113.6	103.1	109.3
Cc1c(CC(=S)N2CCOCC2)nnn1-c1cccc(C(F)(F)F)c1	93.2	107.7	97.8	105.8	104.0	102.1	109.9	103.5
c1ccc2c([C@H]3CCCCCCCC[C@@H](c4c[nH]c5ccccc45)c4c3[nH]c3ccccc43)c[nH]c2c1	56.4	85.4	95.5	66.6	90.4	.	73.4	61.0
O=C1NN(C(=O)c2ccc([N+](=O)[O-])cc2)C(c2ccccc2)=N/C1=C\c1cn(-c2ccccc2)nc1-c1ccccc1	93.1	106.0	107.7	111.9	102.5	102.6	99.7	101.4
Cc1ccccc1-c1noc(-c2n[nH]n3c2nc(=O)c2c(C)c(C)sc23)n1	95.9	110.0	103.0	101.5	104.0	107.0	107.7	103.2
CN(C)c1ccc(C2C=Cc3ccccc3N2C(=O)c2ccccc2)cc1 (stereo not drawn)	60.5	104.6	111.4	86.4	94.9	76.2	90.2	70.2
O=C1c2ccccc2C(=O)c2c1ccc(C(Br)Br)c2Cl	.	36.2	103.8	-74.1*	17.1	108.2	-13.8*	35.5
C=CCSCC1Nc2cc(Cl)c(S(N)(=O)=O)cc2S(=O)(=O)N1C (stereo not drawn)	96.3	105.9	100.9	97.9	94.7	106.4	111.0	103.1
C/C(Cc1ccccc1)=N\NC(N)=S	101.2	124.3	119.5	98.9	77.1	99.2	69.1	84.1
O=c1c2cc3c(=O)n(O)c(=O)c3cc2c(=O)n1O	99.0	107.4	119.4	111.5	110.5	77.1	108.0	101.1

A draw from above in order of molecular weight, falling:
canonical_smiles	CAKI-1	RXF 393	OVCAR-5	ACHN	OVCAR-8	A498	OVCAR-3	OVCAR-4
O=C1c2ccccc2C(=O)c2c1ccc(C(Br)Br)c2Cl	.	36.2	103.8	-74.1*	17.1	108.2	-13.8*	35.5
Cc1ccccc1-c1noc(-c2n[nH]n3c2nc(=O)c2c(C)c(C)sc23)n1	95.9	110.0	103.0	101.5	104.0	107.0	107.7	103.2
CN(C)c1ccc(C2C=Cc3ccccc3N2C(=O)c2ccccc2)cc1 (stereo not drawn)	60.5	104.6	111.4	86.4	94.9	76.2	90.2	70.2
O=c1c2cc3c(=O)n(O)c(=O)c3cc2c(=O)n1O	99.0	107.4	119.4	111.5	110.5	77.1	108.0	101.1
Cc1cccc(Cl)c1NC(=O)C(C)C	107.9	97.4	95.5	95.2	101.3	111.8	107.2	105.1
C/C(Cc1ccccc1)=N\NC(N)=S	101.2	124.3	119.5	98.9	77.1	99.2	69.1	84.1

(further entries)
canonical_smiles	CAKI-1	RXF 393	OVCAR-5	ACHN	OVCAR-8	A498	OVCAR-3	OVCAR-4
Nc1nonc1-c1nc2ccccc2n1CC(=O)Nc1ccc2c(c1)COC2=O	74.5	93.7	94.0	92.2	94.3	63.7	94.2	93.0
N#C/C(=C\c1cccs1)c1cc2ccccc2[nH]1	72.4	89.1	83.8	93.3	96.3	88.6	83.2	51.4
O=C(O)C(c1ccccc1)C(O)c1ccccc1 (stereo not drawn)	100.1	107.4	103.1	96.6	99.4	69.8	116.3	120.4
Cc1ccc(C(=O)COc2cccc(/C=C3\Oc4ccccc4C3=O)c2)cc1	47.6	94.5	105.7	97.6	105.5	146.7	96.6	85.7
COc1cc(C2=N/C(=C\c3cc4cc(Oc5ccccc5)ccc4nc3OC)C(=O)N2)cc(OC)c1OC	93.0	99.8	94.0	88.3	94.9	81.7	100.2	103.0
[C-]#[N+]c1c(-c2ccc(OC)cc2)cc(-c2ccc(N)cc2)nc1N	114.5	97.5	101.0	105.0	98.1	91.1	102.4	116.3
O=C(CSc1nnc(-c2cc(Cl)cc(Cl)c2Cl)o1)c1ccc(Cl)cc1	106.3	110.2	78.2	112.8	100.3	116.2	101.9	105.7
O=c1[nH]c(=S)c2c(n1CCCO)CCC2	93.2	113.3	99.4	103.2	101.5	.	110.0	102.1
CCCCSc1nc(NCCc2c[nH]c3ccccc23)c(C#N)c(-c2ccc(F)cc2)n1	48.2	65.2	97.3	71.9	75.1	103.0	74.3	76.1
COc1cccc(OC)c1C(=O)O	93.3	132.6	98.4	95.9	98.4	104.9	115.1	104.3
O=C(O)c1cccc2c1-c1c(cccc1[N+](=O)[O-])C2	89.2	108.2	103.3	100.0	104.5	109.3	110.6	.
COc1ncc(-c2ccc3nc(N)n(-c4ccccc4C(F)(F)F)c(=O)c3c2)cc1S(=O)(=O)Nc1ccc(F)cc1F	17.3	10.6	14.7	69.3	50.1	-22.2*	6.3*	.
CC(C)(C)CC(C)(C)c1ccc(OCCOc2ccc(C(N)=O)cc2[N+](=O)[O-])cc1	72.6	100.2	110.5	78.1	83.1	109.6	89.3	89.6
O=C1NNC(=NCC(=O)N2C(=O)C(=O)c3ccccc32)Nc2ccccc21	88.4	115.3	104.5	96.3	104.6	136.6	123.9	119.7
COC(=O)/C(CCC=C(C)C)=C1\[C@@H](OC(C)=O)C[C@@]2(C)[C@H]1C/C(=N/O)[C@H]1[C@@]3(C)CC/C(=N\O)[C@@H](C)[C@@H]3CC[C@@]12C	76.1	103.8	134.5	102.2	90.4	110.9	93.8	97.3
O=C(CCc1nnc2sc(CCl)nn12)c1nc2ccccc2[nH]1	104.0	100.8	106.1	101.2	104.3	122.6	104.9	112.6
CN(C)C(=O)Oc1cccc([N+](C)(C)C)c1	89.9	114.1	103.7	97.9	103.1	95.5	115.4	83.9
O/N=C1\c2ccccc2-c2cc(Br)ccc21	76.6	105.9	101.9	94.8	97.6	86.1	90.4	96.4
S=c1[nH]c2cc(Cl)ccc2o1	97.8	104.4	92.5	98.7	115.4	91.8	113.8	103.2
Cc1[nH]c(C(=O)Nc2ccc(S(=O)(=O)N3CCCCC3)cc2OCCOCCOCCOCCOCCOCCOCCOCCOCCOc2cc(S(=O)(=O)N3CCCCC3)ccc2NC(=O)c2[nH]c(C)c3c2CCCCC3=O)c2c1C(=O)CCCC2	15.9	47.0	48.6	67.5	13.6	-42.9*	.	12.5
CSC1=CC(=O)c2ccccc2C1=O	33.6	98.3	103.5	24.0	46.8	91.5	-96.2*	-34.7*
COc1cc(-c2cnc3nonc3n2)c(OC)c2c1OCO2	99.1	90.9	124.0	91.6	97.8	88.3	76.9	75.3
CCCCc1nc(Cl)c(C2CC(c3ccc(OC)cc3)=NN2c2cc(Cl)cc(Cl)c2)[nH]1 (stereo not drawn)	.	96.2	94.9	101.2	99.7	62.5	105.0	104.2
Clc1ccc(/C=N/N=C(/c2ccccc2)c2ccc3nc(-c4ccc(Cl)cc4)[nH]c3c2)cc1	84.0	115.8	96.9	97.3	94.7	78.6	.	95.7
CCC1SC2=NCCN2C1(O)c1ccc(Cl)cc1 (stereo not drawn)	104.0	108.5	96.1	103.2	91.5	109.7	110.9	111.7
CCNC(=O)OCCCl	86.2	116.6	98.4	97.3	119.2	112.3	115.3	104.1
C#C[C@@]1(O)[C@@H](CO)O[C@@H](n2cc(I)c3c(N)ncnc32)[C@@H]1O	.	-27.7*	20.6	5.1*	-19.4*	-86.5*	-17.8*	20.4
COc1ccc(-c2cnc3sc4c(-c5ccccc5)n[nH]c(=O)c4n23)cc1	90.4	106.4	105.4	100.2	94.3	85.6	101.0	100.9
O=C1CSC(=S)N1CCc1ccccc1	98.0	96.9	103.8	105.4	103.8	.	.	105.9
O=C(CC(C[N+](=O)[O-])c1ccccc1)c1ccccc1 (stereo not drawn)	96.1	95.5	115.0	111.1	112.2	97.5	104.5	.
CCN(CC)CCOc1ccc(-c2c(-c3ccc(OC)cc3)c(=O)oc3ccccc23)cc1	97.6	90.9	108.2	104.7	94.9	89.1	96.4	88.2
O=[N+]([O-])c1cccc(C2c3sc4ccc(Cl)cc4c3Nc3nncn32)c1 (stereo not drawn)	78.0	103.1	99.1	87.6	101.1	94.4	111.9	100.5
c1ccc2c(c1)C[C@@H](c1c[nH]c3ccccc13)c1[nH]c3ccccc3c1[C@H]2c1c[nH]c2ccccc12	51.5	97.4	77.6	71.8	93.1	.	70.5	78.3
COc1cc(Cl)c(C)cc1NC(=O)CC(C)=O	87.6	108.1	109.3	93.5	99.2	.	120.4	114.3
CN(C)c1ccc2nc3ccc(=O)cc-3sc2c1	22.3&34.1	82.0&52.2	88.5&86.6	21.7&20.0	6.6*!	85.7	-6.8*	2.9*
O=C1CC(c2ccccc2)=C(c2ccccc2)C1c1ccccc1 (stereo not drawn)	74.7	111.9	94.2	94.6	100.1	90.1	95.6	93.3
O=C(CCCCCCN1CC(=O)N2[C@@H](c3ccc(Br)nc3)c3[nH]c4ccccc4c3C[C@H]2C1=O)NO	94.6	115.2	85.2	101.5	68.7	98.1	89.8	101.8
CC(C)COC(=O)c1ccccc1O	103.3	100.6	104.1	100.8	107.3	110.7	118.0	107.2
CCN(CC)CCNC(=O)n1cc(-c2ccncc2)c(-c2cc(Cl)cc(OC)c2)n1	68.1	61.8	88.4	57.1	27.7	63.7	94.3	70.4
O=C1c2cccc(Cl)c2C(=O)c2c(Cl)cccc21	100.5	95.6	99.9	112.3	105.8	96.6	115.8	111.2
COc1ccc2nc(-c3ccc(Cl)cc3)cc(-c3nnc(SCC(=O)c4ccccc4)o3)c2c1	.	108.5	105.7	108.1	104.7	69.4	109.5	111.4
Cc1cccc(Cl)c1-n1cc(-c2ccc(Br)cc2)oc1=Nc1ccc(Nc2ncnc3sc4c(c23)CCCC4)cc1	97.0	108.6	91.7	98.6	99.7	87.3	96.5	99.8
CCCCCCCCCCCC(=O)Nc1ccc(SSc2ccc(NC(=O)CCCCCCCCCCC)cc2)cc1	96.4	.	102.7	101.4	111.2	107.4	118.3	113.4
O=C(O)COc1c(Cl)c(Cl)cc(Cl)c1Cl	102.9	116.8	102.4	113.9	109.7	75.6	108.1	120.5
CC/C(=C(\c1ccc(O)cc1)c1ccc(OCCN(C)CCN(C)C(=O)CCC(=O)c2c(C)[nH]c(/C=C3\N=C(c4ccc[nH]4)C=C3OC)c2C)cc1)c1ccccc1	71.4	66.1	99.6	95.5	89.9	65.2	89.1	.
CCOC(=O)C(CCC(OCC)OCC)C(C)=O (stereo not drawn)	117.7	111.9	102.5	117.7	108.4	89.7	107.1	85.4
c1ccc(Cn2cc(-c3nc4ccccc4s3)c3cccnc32)cc1	92.9	115.3	103.3	104.9	106.2	104.2	95.6	90.9
O=C1c2cccc3cccc(c23)C(=O)N1CCCCN1CCN(CCCCOc2ccc(-c3nc4ccc(N5CCOCC5)cc4[nH]3)cc2)CC1	79.8	24.1	108.8	104.0	22.0	110.8	100.1	79.4
Cc1ccc(Cn2c(O)c(N=NC(=O)c3ccc(S(N)(=O)=O)cc3)c3ccccc32)cc1	92.9	91.2	108.7	93.3	92.7	86.8	107.0	.
